UPR XBP1 act: adaptive UPR (XBP1) activation; CHO-XBP1 luciferase reporter, IRE1-XBP1 UPR activation, luminescence; percent of tunicamycin response, DMSO as zero; activation, % at 20 µM; 0.33% of 330,000 active; AID 463104;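 active = versus positive control, 20 µM dose yields 30% or more activation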;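 note: 100% = tunicamycin at 10 µg/mL and 0% = DMSO only wells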
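incubation = overnight seeding at 37 °C, 6 h compound treatment at 37 °C | assay system = CHO-XBP1 cells stably carrying IRE1-XBP1-driven luciferase reporter | input = 1000 cells per well | detection = luciferase luminescence | dosing = single point, 20 µM final compound, 1% DMSO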
UPR CHOP act: apoptotic UPR (CHOP) activation. CHO-CHOP luciferase reporter, luminescence; percent of tunicamycin response over DMSO baseline. activation, % at 10 µM. 0.34% of 330,000 active. AID 449763;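 active = at 10 µM dose, activation of 40% or more, normalized to positive control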;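 note: 100% = tunicamycin at 10 µg/mL and 0% = DMSO alone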
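System: CHO-CHOP luciferase reporter cell line | Buffer or medium: F12 medium containing 10% fetal bovine serum | Doses: One dose, 10 µM in 0.5% DMSO | Times: 6 h compound exposure at 37 °C after overnight seeding | Signal: Luciferase luminescence | Read-out: % activation vs tunicamycin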
tim10-1 inh: growth inhibitors of tim10-1 mutant yeast | S. cerevisiae tim10-1 ts strain growth, BacTiter-Glo, 24 h | inhibition, % at 20 µM | 2.2% of 330,000 active | AID 463190;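 active = inhibition of at least 40%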;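 note: mutant grown at 25 °C; 0% = DMSO wells with yeast and 100% = wells holding no yeast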
Mdm2 MdmX PPI: disrupts the human Mdm2-MdmX interaction; O15151+Q00987; SaOS-2 split-luciferase Mdm2/MdmX complementation, luminescence; inhibition, % at 8 µM; 3% of 330,000 active; AID 485346;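 active = inhibition of at least 50% at 8 µM in the primary screen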
Target sequence (O15151 whole entry, looked up): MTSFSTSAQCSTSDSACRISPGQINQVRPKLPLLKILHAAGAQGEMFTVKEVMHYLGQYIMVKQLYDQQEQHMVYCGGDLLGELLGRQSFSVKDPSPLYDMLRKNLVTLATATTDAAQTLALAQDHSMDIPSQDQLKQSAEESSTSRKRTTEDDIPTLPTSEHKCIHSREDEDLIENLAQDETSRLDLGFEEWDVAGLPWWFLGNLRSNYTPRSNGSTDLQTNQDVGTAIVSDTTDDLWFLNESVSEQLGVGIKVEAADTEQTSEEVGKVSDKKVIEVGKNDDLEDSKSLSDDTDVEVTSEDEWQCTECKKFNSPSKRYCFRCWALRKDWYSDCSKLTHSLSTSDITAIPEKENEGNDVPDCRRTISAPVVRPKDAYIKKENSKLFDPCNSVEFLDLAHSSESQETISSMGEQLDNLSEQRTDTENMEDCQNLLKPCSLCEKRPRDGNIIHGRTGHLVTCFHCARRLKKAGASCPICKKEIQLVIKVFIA
Target sequence (Q00987 whole entry, looked up): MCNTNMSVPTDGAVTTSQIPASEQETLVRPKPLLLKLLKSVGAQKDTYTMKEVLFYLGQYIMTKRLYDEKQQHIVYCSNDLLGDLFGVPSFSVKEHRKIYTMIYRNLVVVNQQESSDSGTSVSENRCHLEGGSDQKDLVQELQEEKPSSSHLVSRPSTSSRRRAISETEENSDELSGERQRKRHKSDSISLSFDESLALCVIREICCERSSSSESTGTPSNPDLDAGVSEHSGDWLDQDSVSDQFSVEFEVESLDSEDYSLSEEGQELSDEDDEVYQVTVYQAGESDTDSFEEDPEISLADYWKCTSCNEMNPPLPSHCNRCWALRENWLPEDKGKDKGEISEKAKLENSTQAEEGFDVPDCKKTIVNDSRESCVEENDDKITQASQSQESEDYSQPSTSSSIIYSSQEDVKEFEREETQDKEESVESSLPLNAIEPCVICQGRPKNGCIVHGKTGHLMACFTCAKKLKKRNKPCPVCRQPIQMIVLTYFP
697 NFkB inh: lowers PMA/ionomycin-induced NF-kB signal in 697 B cells | 697 B-cell NF-kB luciferase reporter, 16 h | inhibition, % at 4 µM | 0.33% of 330,000 active | AID 435022; in the data active = inhibition above about 35%
tim23-1 inh: inhibits growth of tim23-1 mutant yeast. S. cerevisiae tim23-1 growth, BacTiter-Glo luminescence, 24 h. 1.3% of 330,000 active. AID 463212. inhibition, % at 20 µM;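 active = growth inhibition of the mutant yeast at or above 50%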;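 note: temperature-sensitive mutant grown at 25 °C; plate controls were DMSO-treated mutant yeast for no effect and medium wells lacking yeast for full effect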
TIM10 inh: TIM10 yeast growth inhibition; inhibition, % at 10 µM; S. cerevisiae TIM10 strain growth, BacTiter-Glo luminescence, 24 h; 1.4% of 330,000 active; AID 463195;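 active = inhibition of 40% or more at the single tested concentration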;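 note: wild-type TIM10 isogenic control strain grown at permissive 25 °C; 0% = DMSO yeast wells and 100% = minimal medium wells without yeast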
Jurkat NFkB inh: lowers PMA/ionomycin-induced NF-kB signal in Jurkat cells; inhibition, % at 4 µM; PMA/ionomycin-induced NF-kB luciferase reporter, luminescence; AID 435003; 0.53% of 330,000 active; in the data active = inhibition above about 50%
Starred values were filed as active, the others as inactive; . = no result given.

molecule	UPR XBP1 act	UPR CHOP act	tim10-1 inh	Mdm2 MdmX PPI	Jurkat NFkB inh	697 NFkB inh	tim23-1 inh	TIM10 inh
Cc1ccc2nc(-c3ccccn3)cc(C(=O)NCCc3ccc(F)cc3)c2c1	-4	0.7	27	9	-4	-9	24	21
C/C(=C\c1ccccc1)C1NC(=O)c2c(sc3c2CCCC3)N1 (stereo unspecified)	-1	-1.6	11	23	-25	-34	-4	6
CCCCN1C(=S)NC[C@@H]1Cc1cccc2ccccc12	4	1.4	30	-60	-2	-41	42	17
CCCC(=O)Nc1nnc(S(=O)(=O)N2CCCC2)s1	0	3.1	8	-19	14	2	11	3
O=C(O)C1CCCCC1C(=O)Nc1ccc(S(=O)(=O)N2CCCCC2)cc1 (stereo unspecified)	-1	-1.7	-24	-5	14	5	2	13
CC(C)NC(=O)c1n[nH]c(=O)c2ccccc12	-2	2.2	6	14	0	3	4	9
O=C1CC(N2CCN(S(=O)(=O)c3ccccc3)CC2)C(=O)N1c1ccccc1 (stereo unspecified)	-1	1.8	10	-10	-7	20	11	-31
CCC(C)C(Nc1ccc(C(=O)OC)cc1[N+](=O)[O-])C(=O)OC (stereo unspecified)	0	1.5	34	7	0	-4	24	-12
O=C(CCNS(=O)(=O)c1ccccc1)NCCCc1ccccc1	-2	2.9	-7	8	14	4	-16	-9
COc1ccc(/C(C)=N/NC(=O)OC(C)(C)C)cc1[N+](=O)[O-]	2	-1.3	11	3	-43	-45	12	6
CC1CCN(c2nc3c(c(=O)[nH]c(=O)n3C)n2Cc2ccccc2)CC1	2	0.5	21	8	9	10	20	16
COc1ccc2c(c1)CCN1C2CCN2C(=O)CCC21 (stereo unspecified)	0	-0.5	18	2	-6	-10	-4	-11
CCOc1cccc(NC(=O)CSc2nncn2N)c1	-1	3.9	-5	3	-15	-3	7	3
CCOC(=O)C1=NNC(C(=O)c2ccc(C)cc2)C1c1ccc(OC)cc1 (stereo unspecified)	2	-0.2	41*	-6	-10	-13	7	11
COCCn1c(SCC(=O)N2CCCCC2)nc2c(c1=O)SC(C)C2 (stereo unspecified)	-3	-1.9	-3	1	7	-4	12	11
CN(C)S(=O)(=O)c1ccc(N=Cc2c(C(F)(F)F)[nH][nH]c2=O)cc1	4	-1.7	8	-8	3	-4	0	1
Cc1cc(C(C)(C)C)ccc1NC(=O)CC(C)(C)CC(=O)O	-2	2.6	-2	1	17	-14	4	-4
Cc1cc(C)c(NC(=O)COc2nc3ccccc3nc2C)c(C)c1	0	2.1	22	-5	-5	-29	4	-19
Cc1ccc(S(=O)(=O)CC(=O)NCc2ccc(Cl)cc2)cc1	0	-0.2	13	2	1	11	11	10
O=C(Nc1ccccc1O)c1csc2c1CCCC2	2	1.6	26	-75	-52	-40	6	31
OCC[C@@H]1C[C@H](O)[C@@H](O)[C@@]2(Cc3ccccc3O2)O1	0	-0.6	0	38	6	25	12	12
COc1ccc(C(CNC(=O)CNS(=O)(=O)c2ccc(NC(C)=O)cc2)N2CCOCC2)cc1 (stereo unspecified)	4	0.1	-23	-10	16	1	-2	-9
O=C(NCC(=O)N1CCN(c2ccccc2)CC1)c1ccccc1	2	1.6	-15	-6	-17	-11	17	4
CC(C)(C)n1nnnc1C(c1ccc(C(F)(F)F)cc1)N(Cc1ccccc1)Cc1ccco1 (stereo unspecified)	-7	3.9	14	77*	47	13	11	8
Cc1cccc(C)c1OCCCCCNCCO	-2	-0.7	26	15	-2	5	9	19
O=C(CC12CC3CC(CC(C3)C1)C2)NCc1ccc(F)cc1	-2	-1.6	1	10	-8	8	7	-2
CCOC(=O)/C(C#N)=C1\SS/C(=C(/C#N)C(=O)OCC)S1	0	1.1	41*	-4	-4	-8	21	13
CCN(CC)C(=O)[C@H]1C[C@H](CC(=O)NCCN2CCOCC2)C(=O)N2CCc3c([nH]c4cc(-c5ccco5)ccc34)[C@]12C	0	1.6	15	5	.	17	39	1
O=C/C(=C\Nc1ccc(Br)cc1)c1nc2ccccc2o1	1	1.6	-11	24	12	12	-1	-16
CSc1nc(N)n2nc(C(C)(C)C)cc2n1	1	0.7	-2	31	2	-10	-3	0
O=C(CCC(=O)N(CC(=O)NC1CCCC1)Cc1ccc2c(c1)OCO2)Nc1ccccn1	3	2.1	8	4	4	1	17	11
N=c1c(S(=O)(=O)c2ccc(Br)cc2)cc2c(=O)n3ccccc3nc2n1C1CCCCC1	14	10	36	17	15	-7	17	23
O=C(/C=C/c1ccc(S(=O)(=O)NCc2ccco2)cc1)N1CCN(c2ccccc2)CC1	-1	0.7	11	24	25	-10	5	4
COc1ccc(Cl)cc1NC(=O)C(C)OC(=O)Cn1cc(C(F)(F)F)ccc1=O (stereo unspecified)	-4	2.9	13	15	-1	6	15	15
COc1ccc(-c2csc(Nc3ccccc3)[n+]2Cc2ccccc2)cc1	-2	3.0	-4	-9	-19	-8	12	-2
O=C(CN(C(=O)C1CSC(=O)C1)c1cccc(F)c1)NC1CCCC1 (stereo unspecified)	-3	-2.0	0	-10	-7	8	6	14
O=C(NCc1ccc(Cl)cc1)C1CCN(S(=O)(=O)N2CCOCC2)CC1	2	-0.8	4	-27	11	1	9	10
N#Cc1nc(Cc2cccc3ccccc23)oc1N1CCOCC1	-1	-1.3	39	8	-6	8	32	8
C=CCc1ccccc1OCC(=O)N/N=C/c1ccccc1OCC	1	2.1	18	7	-16	8	14	25
C#CCOCCOCCOCCNc1nc(N2CCN(C(=O)CCCCCCCCCCNC(=O)[C@H](CCCCN)n3cc(CCO)nn3)CC2)nc(N2CCN(C(=O)CCCCCCCCCCNC(=O)[C@H](CCCN=C(N)N)n3cc(C[C@@H](C)CC)nn3)CC2)n1	1	-1.8	42*	11	15	1	50	6
COc1ccccc1C1=NOC(COC(=O)c2ccc(Br)cc2)C1 (stereo unspecified)	6	0.3	-4	-16	5	-8	1	-8
COc1ccc(C(=O)Nc2ccc(S(=O)(=O)N3CCOCC3)cc2)cc1OC	2	-4.1	14	20	-36	-3	14	13
Cc1cc(N2CCOCC2)nc2ccc(NC(=O)C3CCC(C)CC3)cc12 (stereo unspecified)	2	0.7	26	6	-5	-18	33	20
O=C(NNS(=O)(=O)c1ccccc1)c1sccc1-n1cccc1	-1	0.8	7	10	4	-23	23	-4
CCOc1cc(C(=S)N2CCCC2)ccc1OCc1ccccc1	-5	0.6	13	12	-27	11	19	9
O=C(Oc1cccnc1)c1ccc([N+](=O)[O-])cc1	-3	-1.5	2	14	-6	16	19	13
CC(=O)c1ccc(OCCCC(=O)OCC(=O)N2CCN(c3ccccc3)CC2)cc1	-1	-0.3	6	23	-10	7	23	7
CC1CC(C)CN(CCCNC(=O)C2CCCN(c3ncnc4c3nc3n4CCCCC3)C2)C1 (stereo unspecified)	-7	0.9	11	-13	-8	-17	6	6
Cc1ccc(N(Cc2ccc(C(=O)NCC3CCCO3)cc2)S(C)(=O)=O)cc1C (stereo unspecified)	-3	0.1	2	2	-9	-3	10	-4
Cc1ccc(N2C(S)=C(C#N)C(=O)NC23CCCCC3)cc1	-1	-1.0	2	1	-8	8	9	3
O=C(COC(=O)COc1cccc(C(F)(F)F)c1)NC(=O)NC1CCCCC1	1	2.4	5	-13	-1	-3	10	5
O=C(CCCNS(=O)(=O)c1cccc2nsnc12)NC1CCCCC1	0	-1.8	-12	35	7	13	-1	-5
O=C(Nc1cccc(Cl)c1Cl)c1snnc1-c1ccccc1	0	-2.8	32	-9	13	12	29	19
Cc1sc2nc3n(c(=O)c2c1C)CCCS3	-1	-0.8	7	17	-4	1	13	-7
CCOP(=O)(O)c1ccccc1OCCOc1ccccc1P(=O)(O)OCC	-2	1.0	4	-17	6	8	-4	2
COc1ccc(CC(=O)NCc2ccccc2Cl)cc1S(=O)(=O)N1CCOCC1	-2	-3.3	2	-31	-3	-4	4	-2
CCn1c(CC(=O)Nc2ccc(Cl)cc2)nnc1SCC(=O)N1CCOCC1	-2	0.1	15	17	4	-8	10	6
CCOC(=O)C(C)Sc1nc2c(c(=O)[nH]c(=O)n2C)n1Cc1ccc(Cl)cc1 (stereo unspecified)	-2	1.7	19	-9	6	-13	10	10
CN(C)/C=N/c1sc2c(c1C#N)CCCCC2	2	6.6	17	-37	-42	-33	29	-13
COc1ccc(N2CCN(C(=S)NC(C)c3ccccc3)CC2)cc1 (stereo unspecified)	-5	0.7	1	0	-15	-15	11	1

Record cards, as listed above.
Cc1cc(C)c(NC(=O)COc2nc3ccccc3nc2C)c(C)c1 is listed as UPR XBP1 act: 0; UPR CHOP act: 2.1; tim10-1 inh: 22; Mdm2 MdmX PPI: -5; Jurkat NFkB inh: -5; 697 NFkB inh: -29; tim23-1 inh: 4; TIM10 inh: -19
CCOC(=O)C1=NNC(C(=O)c2ccc(C)cc2)C1c1ccc(OC)cc1 (stereo unspecified) is listed as UPR XBP1 act: 2; UPR CHOP act: -0.2; tim10-1 inh: 41*; Mdm2 MdmX PPI: -6; Jurkat NFkB inh: -10; 697 NFkB inh: -13; tim23-1 inh: 7; TIM10 inh: 11

(continued)
molecule	UPR XBP1 act	UPR CHOP act	tim10-1 inh	Mdm2 MdmX PPI	Jurkat NFkB inh	697 NFkB inh	tim23-1 inh	TIM10 inh
CN(/N=C/c1cccc(Br)c1)C1=NS(=O)(=O)c2ccccc21	4	2.6	17	15	13	5	19	16
COc1ccc(-c2cc3ccccc3oc2=O)cc1	2	4.5	-11	-86	-117	-146	5	-10
COC(=O)Cc1c(C)c2ccc(OCC(=O)N3CCOCC3)cc2oc1=O	-1	0.5	-2	-7	4	-22	4	2
O=C(NCc1ccccc1CN1CCCC1)C1CCN(S(=O)(=O)c2ccc(Cl)cc2)CC1	-2	3.4	7	3	-2	-7	10	5
